# Screening results deposited in PubChem BioAssay by Fisher Drug Discovery Resource Center.
# mcGAS inh – blocks mouse cGAS activity. Q8C6L5. AID 1259399. inhibition, % at 12.5 µM. 0.15% of 160,000 active. recombinant cGAS, Kinase-Glo ATP depletion luminescence;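 further: 0% = negative control wells and 100% = reference inhibitor with no enzyme activity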
# NPYLR7 agonist – activates Aedes aegypti NPYLR7 receptor; HEK293T NPYLR7/Galpha15, GCaMP6s calcium fluorescence; activation, % at 10 µM; 0.15% of 270,000 active; in the data active means activation above about 40%;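 further: 0% = vehicle and 100% = reference agonist at the receptor; some compounds past the cut are filed as inactive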
# hcGAS inh – human cGAS inhibition | Q8N884 | recombinant h-cGAS, ATP depletion, Kinase-Glo luminescence | inhibition, % at 12.5 µM | 0.081% of 290,000 active;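 further: 0% = vehicle reaction and 100% = reaction without DNA for no activity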
# Target sequence (Q8N884 whole entry, looked up): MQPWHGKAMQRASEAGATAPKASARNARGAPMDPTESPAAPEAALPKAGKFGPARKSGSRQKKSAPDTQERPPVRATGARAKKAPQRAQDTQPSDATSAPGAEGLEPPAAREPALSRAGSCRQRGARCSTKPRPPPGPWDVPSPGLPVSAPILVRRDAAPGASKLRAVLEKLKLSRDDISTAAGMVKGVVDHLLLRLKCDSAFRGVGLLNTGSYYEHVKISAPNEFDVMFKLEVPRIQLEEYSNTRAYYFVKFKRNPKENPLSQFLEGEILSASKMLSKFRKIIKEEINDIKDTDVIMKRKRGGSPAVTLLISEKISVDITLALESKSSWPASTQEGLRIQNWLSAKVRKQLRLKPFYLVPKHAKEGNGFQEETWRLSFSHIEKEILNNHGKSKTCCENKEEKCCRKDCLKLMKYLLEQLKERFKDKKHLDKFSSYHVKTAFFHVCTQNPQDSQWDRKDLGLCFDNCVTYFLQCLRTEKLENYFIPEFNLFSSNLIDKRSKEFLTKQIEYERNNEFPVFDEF
# The depositor's hits bear a star; nt = no result given. Unless noted, no stated cut-off is given here; in the data, active means inhibition above about 40%; inactive means the rest.
Structure,mcGAS inh,NPYLR7 agonist,hcGAS inh
COc1ccc(S(=O)(=O)Nc2ccc(C)c(C)c2)cc1,nt,-1,-8
Cc1nnc(SCC(=O)N2CCN(CC(=O)Nc3ccc(F)cc3)CC2)n1-c1ccccc1,nt,5,-2
O=C(NCCC(=O)N1CCOC(c2ccccc2)C1)OCc1ccccc1 (stereo not given),-4,-7,-3
Cc1cc(C)n(-c2cccc(-c3ncccc3C(=O)N3CCCC3)c2)n1,nt,7,-7
COc1ccnc(N2CCN(C(=O)OC(C)(C)C)CC2)n1,nt,0,-6
Cc1sc2nc(-c3cccnc3)nc(NC3CCS(=O)(=O)C3)c2c1C (stereo not given),nt,2,-7
CCOCCCn1c(SCC(=O)NCC2CCCO2)nc2cc(C(=O)OCC)ccc21 (stereo not given),-6,25,-5
CCN(CC)P1(=Nc2ccccc2)C(=C2N(C)c3ccccc3C2(C)C)C=NN1C (stereo not given),nt,8,-5
COC(=O)c1ccc(C2C(C#N)=C(C)NC3=C2C(=O)CC(C)(C)C3)cc1 (stereo not given),-6,4,-4
Cc1ccc(C(=O)NCCN2CCn3cc(OCc4ccccc4)c(=O)cc3C2=O)cc1C,nt,2,0
CCn1c(Nc2cccc(Cl)c2)nc2ccccc21,-7,-5,-5
Cc1cccnc1C1=NOC(Cc2ccccc2)C(=O)N1Cc1ccc2c(c1)OCO2 (stereo not given),nt,6,-4
COc1ccc(CC(=O)NCCn2ncc3c(NC(C)C)nc(SC)nc32)cc1,-6,nt,-5
CCNC(=O)C1(C)CCCN(Cc2cccc3c2OCO3)C1 (stereo not given),nt,1,0
Cc1cc(NC(=O)Nc2ccc(Sc3ccccc3)cc2C)no1,nt,0,-9
Cc1cnc(C(=O)N2CCc3c([nH]c4ccccc34)C2c2ccc(F)cc2)cn1 (stereo not given),nt,7,-12
CC(C)(C)C(=O)N1CCC(C(=O)Nc2cc(C(C)(C)C)nn2-c2ccc(F)cc2)CC1,-12,14,-7
O=C(CC1CC2CCC1C2)NNC(=O)C1CC1 (stereo not given),nt,5,-2
COc1cccc(C(CN2CCN(C(=O)c3ccc(Br)cc3)CC2)OCc2cccc(Cl)c2)c1 (stereo not given),-6,nt,-3
Cc1c(C(=O)N2CCCC(c3ccn[nH]3)C2)nnn1Cc1ccccc1 (stereo not given),nt,-4,-3
CC(c1nc2ccccc2c(=O)[nH]1)N1CCN(S(=O)(=O)c2cccc(F)c2)CC1 (stereo not given),nt,11,-7
COc1ccc(-c2nc3ccc(Br)cn3c2NC(C)(C)C)cc1OC,-7,12,-4
Cc1noc(C2CCN(C(C)c3ccccc3F)CC2)n1 (stereo not given),-3,1,3
CC(=O)Nc1ccsc1C(=O)N1CCC(Cc2cccc(C(N)=O)c2)C1 (stereo not given),nt,-4,0
CCN(CCc1nc2ccc(OC)cc2[nH]1)C(=O)c1cc(C)nc(C)n1,nt,0,-6
CC1(C)[C@H]2CC=C(CN3CCC(CCC(=O)NCc4cccnc4)CC3)[C@@H]1C2,nt,4,-6
COc1ccc(-c2ncnc3c(C)csc23)c(OC)c1,nt,0,-3
C=CCNS(=O)(=O)c1ccc(Br)cc1,nt,2,4
CCOC(=O)c1c(NC(=O)c2cccs2)sc2c1CCC(C)C2 (stereo not given),-4,-6,-4
CC1(C(=O)NCCC(c2ccccc2)c2ccccc2)CCOCC1,nt,9,-4
Cc1nc(N2CCC(C(=O)NC3C4CC5CC3CC(O)(C5)C4)CC2)nc2ccccc12 (stereo not given),-11,19,-4
Cc1ccnc(C(NCc2nc(-c3ccco3)no2)C2CC2)c1 (stereo not given),nt,-1,-1
Cc1nc(C#Cc2ccnc(Cl)c2)c(C)n1-c1ccc(OC(F)(F)F)cc1,-11,-7,-5
CCCCn1c(C(=O)Nc2ccc3c(c2)OCCO3)cc2c(=O)n(C)c(=O)n(C)c21,-7,-4,-8
CCNC(=O)c1ccc(N2CC[C@@](C)(O)[C@@H](Cc3ccccc3)C2)nc1,-14,nt,-9
Cc1cc(C)cc(-n2c(SCC(N)=O)nc3c(c2=O)SCC3)c1,-2,-8,3
Cc1nn2cc(-c3[nH]ncc3[N+](=O)[O-])cnc2c1C(N)=O,-5,-11,-4
CCCc1cc(C(=O)N2CCc3cc(OC)c(OC)cc3C2)n[nH]1,nt,4,-6
CCN1CCN(C(c2ccc(OC)cc2)c2c(O)cc(C)n(CCOC)c2=O)CC1 (stereo not given),nt,15,-2
Cc1cc(C)n(-c2ccc(CC(=O)Nc3ccc(F)cc3)cc2)n1,nt,-2,-3

# Some of the entries above, reformatted:
COc1ccc(-c2nc3ccc(Br)cn3c2NC(C)(C)C)cc1OC
  mcGAS inh: -7 | NPYLR7 agonist: 12 | hcGAS inh: -4

Cc1noc(C2CCN(C(C)c3ccccc3F)CC2)n1 (stereo not given)
  mcGAS inh: -3 | NPYLR7 agonist: 1 | hcGAS inh: 3

CC(=O)Nc1ccsc1C(=O)N1CCC(Cc2cccc(C(N)=O)c2)C1 (stereo not given)
  mcGAS inh: nt | NPYLR7 agonist: -4 | hcGAS inh: 0

CCN(CCc1nc2ccc(OC)cc2[nH]1)C(=O)c1cc(C)nc(C)n1
  mcGAS inh: nt | NPYLR7 agonist: 0 | hcGAS inh: -6

# Continued.
Structure,mcGAS inh,NPYLR7 agonist,hcGAS inh
Cc1ccsc1[C@@H]1CCN(C(=O)CCc2nc3ccccc3[nH]c2=O)C[C@H]1O,-10,1,-7
CCC(C)C1c2c(n[nH]c2C)OC(=N)C1C#N (stereo not given),-2,5,-7
CN(C)c1ccc(N2C(=O)CSC2=S)cc1,nt,8,-2
CCOC(C)CN(C)C(=O)c1ccc(Cl)cc1C (stereo not given),-15,3,-8
O=C(C1CCN(S(=O)(=O)N2CCCCC2)CC1)N1CCOCC1,nt,21,2
Fc1ccccc1Oc1cc(N2CCC(N3CCCCC3)CC2)ncn1,-3,-7,-3
c1ccc(-c2cc(-c3nc(-c4cccnc4)no3)c3ccccc3n2)cc1,nt,-1,-11
O=C(Nc1cnc2ccccc2c1)c1nn2c(C(F)(F)F)cc(-c3ccccc3)nc2c1Cl,-4,-1,2
O=[N+]([O-])c1cccc(C2c3cccn3CCCN2Cc2ccc3c(c2)OCCO3)c1 (stereo not given),-7,8,-8
Cc1ccc(C=NN=C2NC(=O)C(CC(=O)O)S2)s1 (stereo not given),nt,-11,-7
O=C(NCc1ccc(C(F)(F)F)cc1)c1ccc(=O)[nH]c1,nt,-8,1
COC(=O)[C@@H]1CCCN1Cc1cnc2c(-c3ccccc3)cnn2c1,nt,26,-4
CC(C)NC(=O)CNC(=O)COC(=O)c1ccccc1NC(=O)c1ccco1,nt,-6,5
Cc1cccc(-c2cc(N)n(-c3ccc(C(=O)Nc4cccc(C(F)(F)F)c4)cc3)n2)c1,-6,-8,-2
CCN(Cc1nc(C(c2ccccc2)c2ccccc2)no1)CC1CCCO1 (stereo not given),nt,9,-11
COc1ccc(NS(=O)(=O)c2ccc(Br)cc2)c(C(=O)NCc2ccccc2)c1,-5,3,-3
CCC(C)n1c(C)c(C)n2c3c(=O)n(Cc4ccc(C)cc4)c(=O)n(C)c3nc12 (stereo not given),nt,0,-8
COc1ccc(C(=O)N(CC(=O)N2c3ccccc3-n3cccc3C2c2cc(OC)ccc2OC)C2CC2)cc1 (stereo not given),-6,-1,-8
CCOC(CCNC(=O)CNC(=O)c1ccc2ccccc2c1)C1CCCC1 (stereo not given),-12,-6,-3
CCCN1C(=O)C(c2c(C(C)C)[nH]n(-c3ccc(Cl)c(Cl)c3)c2=O)=C([n+]2ccc(C)cc2)C1=O,-9,-7,-11

# Looked up by compound from the entries so far:
Structure,mcGAS inh,NPYLR7 agonist,hcGAS inh
CCC(C)n1c(C)c(C)n2c3c(=O)n(Cc4ccc(C)cc4)c(=O)n(C)c3nc12 (stereo not given),nt,0,-8
Cc1cccc(-c2cc(N)n(-c3ccc(C(=O)Nc4cccc(C(F)(F)F)c4)cc3)n2)c1,-6,-8,-2

# Later entries.
Structure,mcGAS inh,NPYLR7 agonist,hcGAS inh
O=C(Nc1cc(-c2ccc(I)cc2)[nH]n1)C1CCOC1 (stereo not given),nt,2,-6
CCC(C)(C)NC(=O)CCc1c(C)nc2c(c(C)nn2C)c1C,-6,9,-13
Cc1ccc2nc(CCNC(=O)[C@@]34CC[C@@](C)(OC3=O)C4(C)C)[nH]c2c1,-9,-7,-6
COCCn1nc(C(=O)O)ccc1=O,nt,0,-9
Cc1nc(N2CCCC(NCc3cccs3)CC2)nc2ccc(F)cc12 (stereo not given),-12,7,-11
COc1ccc(-c2nc3ccc(C)cn3c2NC(=O)C2C[C@H]2c2ccccc2)cc1OC (stereo not given in full),-8,-3,-8
CCOc1ccc(-c2cccc3ccnn23)nn1,nt,8,-1
O=C(NCc1cccnc1Oc1ccccc1)c1cccc(-n2cnnc2)n1,-15,nt,3
CCOC(=O)CCc1c(C)nc2ccc(C)cn2c1=O,nt,-4,1
O=C(c1ccc(-c2ccn[nH]2)cc1)N1C[C@@H]2[C@H](C1)[C@H]1CC[C@@H]2O1,-11,nt,-3
Cc1ccccc1OCC(=O)Nc1cccc(N2C(=O)c3cccc([N+](=O)[O-])c3C2=O)c1,nt,1,-5
Cc1[nH]c2ccccc2c1C1CCN(C(=O)C(C)OCC2CCCO2)CC1 (stereo not given),nt,4,-6
CCCc1n[nH]c(=O)n1Cc1ccccc1F,nt,4,-8
O=C(Cn1cnc2c(nnn2Cc2ccc(F)cc2)c1=O)c1ccc(Cl)cc1,nt,6,-1
Cc1nc2ccccc2nc1CN1CCC(n2nccc2NC(=O)C2CCCC2)CC1,nt,0,-6
COC(=O)c1cccc(OC(=O)c2cc3c(s2)CCCC3)c1,-5,2,0
CC(C)(C)c1csc(CN2CCN(C(=O)CC3CCCCC3)CC2)n1,-9,-10,2
O=C1C2C3C=CC(C3)C2C(=O)N1Cc1ccc(F)cc1 (stereo not given),-4,-10,0
O=C(Nc1cnn(Cc2ccc(Cl)c(Cl)c2)c1)c1nc2ncccn2n1,nt,2,-5
COc1cccc(OCc2ccccc2)c1C(=O)NCCCc1ccccc1,-3,-6,-5
COCC(C)(CNC(=O)c1occc1C)NC(=O)c1occc1C (stereo not given),nt,0,-7
O=C(CCCSc1nnc(Cc2ccccc2)n1-c1ccccc1)NCCc1ccc(Cl)cc1Cl,-5,18,-8
O=C(NC(C(=O)N/N=C\c1cc([N+](=O)[O-])ccc1O)c1n[nH]c(=O)c2ccccc12)c1ccccc1 (stereo not given),-2,10,-3
CCC(N)CSc1ccc(C)c(C)c1 (stereo not given),nt,9,-2
CCCN(CCC(=O)N1CCN(c2ccccc2F)CC1)c1nc(-c2cccc(Br)c2)nc2ccccc12,-9,24,-11
O=C(N/N=C\c1ccccc1F)c1cc(-c2ccccc2)nc2ccccc12,2,-4,1
COCCCN(Cc1c(-c2cccc(C)c2)noc1N1CCCC1)C(=O)COC,-5,1,-2
Cc1cccnc1CC(C)N(C)C(=O)Cn1[nH]c(=O)ccc1=O (stereo not given),nt,2,-6
COC(C)c1ccc(-c2cc(C(=O)O)cc(S(=O)(=O)N3CCCC3)c2)cc1 (stereo not given),nt,7,-8
CCN(CC)Cc1cnc2c(C(=O)N(C)Cc3ccccn3)cnn2c1,-14,7,-4
Ic1cccc(-c2nc(-c3ccccn3)no2)c1,-3,-1,-8
Cc1cccnc1C(c1ccc(F)cc1)N(C)C(=O)C1CCN(CCOc2ccc(Cl)cc2Cl)CC1 (stereo not given),-1,6,-3
CC(NC(=O)C1CCC(NC(=O)C2CCCC2)CC1)c1cccnc1 (stereo not given),nt,2,-4
Fc1ccccc1-c1noc(N2CCOCC2)c1CNCc1ccccc1,nt,3,-4
Cc1ccccc1OCC(O)CN(Cc1cccn1C)CC1CCCO1 (stereo not given),-5,34,-5
Cc1ncc(C(=O)N(CCN(C)C)CC2CCCO2)c(C)n1 (stereo not given),-11,nt,-7
C=CCN(CC=C)C(=O)COC(=O)Cn1cc(Br)c(=O)[nH]c1=O,nt,3,-4
CNS(=O)(=O)c1ccc(Nc2ccc(F)cc2)c([N+](=O)[O-])c1,nt,5,-5
COc1ccc2c(c1)OC(C)CN(CC(=O)NCC(c1ccncc1)N1CCOCC1)C2 (stereo not given),-21,-2,-2
O=C(NC(C(=O)Nc1ccccc1)C1CCN(C(=O)c2ccc(Cl)cc2)CC1)c1ccc(F)cc1 (stereo not given),-7,18,-4
COc1nc(-c2cccc(C(F)(F)F)c2)n(-c2ccc(NC(=O)c3ccc4c(c3)OCO4)cc2)n1,-8,nt,-2
OC(COCc1ccco1)CN(Cc1ccc(F)cc1F)CC1CCCO1 (stereo not given),-4,23,-1
CC(C)[C@@H](C)n1c(CCc2ccccc2)n[nH]c1=O,-11,16,1
COc1ccc(Br)c(NC(=O)c2cccc(Cl)c2)c1,nt,5,-4
Cn1nnc2c(=O)n(CC(=O)NC(C)(C)C)cnc21,nt,0,-6
CCN(CC)CCNC(=O)c1n[nH]c(=O)c2ccccc12,nt,15,-9
Cc1cc(C(=O)CSc2nnc(CN3CCCC3)o2)c(C)n1CC1CCCO1 (stereo not given),-4,2,-5
C=CCn1c(C)c(C)n2c3c(=O)n(Cc4cccc(Cl)c4)c(=O)n(C)c3nc12,-1,4,-2
COc1cccc(Nc2nc(C(N)C(C)C)cs2)n1 (stereo not given),-7,-6,-5
